From PubChem
ARNT TACC3 PPI: ARNT/TACC3 interaction disruption; AlphaScreen His-ARNT PAS-B/GST-TACC3 binding, luminescence; TACC3 fragment carries E629A point mutation; inhibition, % at 9.99 µM; actives 0.66% (n = 390,000); AID 623870;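 active means mean inhibition of replicates at least 50% and at least half of replicates each reaching 50%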;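 further: 0% = complete ARNT plus TACC3 wells and 100% = ARNT alone without TACC3; many hits fall short of the cut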
F508del corr: CFTR F508del correction in bronchial cells | CFBE cells, YFP halide quenching; stimulated with forskolin plus potentiator P3; % fluorescence drop versus neutral controls | AID 720511 | activity (quench increase), % at 7.58 µM | actives 0.36% (n = 350,000);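 active means mean added fluorescence quench of at least 8% versus neutral control, with both replicates also reaching 8%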;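 further: cells transiently co-express mutant CFTR-F508del with the halide-sensitive YFP; corrector assay measuring rescue of mutant channel to the surface after 24 h compound exposure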
esBAF inh: blocks esBAF chromatin remodeling in mouse ES cells; actives 2% (n = 350,000); reporter increase, % at 12.5 µM; Bmi1-luciferase knock-in reporter, 24 h; 100% = twice the neutral-well signal; in the data active means activation above about 40%;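 further: 0% = median of the plate's neutral control wells and 100% = double that signal; a rise in the Bmi1 reporter signal indicates esBAF inhibition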
Xi reactivation: activators of X-chromosome reactivation in mouse fibroblasts. AID 743238. actives 0.055% (n = 360,000). XiGFP mouse fibroblasts, % GFP-positive cells imaging, 3 d; cells co-treated with 5-aza-dC sensitizer; scaled so ellipticine positive control = 100%. activation, % at 7.58 µM;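 active means mean normalized replicate activation at least 10% and every replicate at or above 10%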;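 further: 0% = median of on-plate neutral control wells and 100% = ellipticine 6 µM median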
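Assay system – SV40-immortalized XiGFP fibroblast cells, line 68-5-11 · Buffer or medium – DMEM supplemented with 5-aza-dC as sensitizing agent · Dosing – one concentration, pinned · Benchmarks – positive control ellipticine, 6 µM final · Times – 3 days compound exposure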
RAD52 inh: inhibitors of human RAD52 DNA annealing | recombinant RAD52 DNA annealing, FRET fluorescence | inhibition, % at 18.7 µM | actives 0.46% (n = 360,000);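 active means every replicate showing at least 50% inhibition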
ERAP1 inh: blocks human ERAP1 aminopeptidase activity; Q9NZ08; recombinant ERAP1, Leu-AMC fluorescence, 60 min; inhibition, % at 10.7 µM; actives 0.15% (n = 340,000); AID 652197;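 active means mean replicate inhibition of at least 30%, or all replicates individually reaching that 30% level; inactive means mean below 30% and not every replicate reaching it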;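 further: 0% = neutral control wells and 100% = L-leucinethiol positive control wells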
INS-1E GSIS act: GLuc luminescence reporter in INS-1E cells, primary screen for activators of glucose-dependent secretion of insulin; actives 0.61% (n = 370,000); INS-1E GLuc reporter insulin secretion, 2-3 h; AID 743287; activation, % at 16.6 µM;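 active means lowest replicate activation of at least 40%, so every replicate reaches that level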;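 further: 0% = median of neutral control wells and 100% = median of IBMX positive control wells; some compounds called inactive have numbers as strong as hits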
RAD54 branch: RAD54 (human) branch migration inhibition. Q92698. RAD54 Holliday junction branch migration, FAM/BHQ fluorescence. inhibition, % at 10.4 µM. actives 0.14% (n = 360,000). AID 602329;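 active means mean normalized replicate activity at least 40 and at least half of replicates scoring 40 or more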;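 further: 0% = median of neutral control wells and 100% = median of positive control wells; inhibitors cause a drop in the FAM fluorescence signal; in these data hits start at about 50%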
Target sequence (Q92698 whole entry, looked up): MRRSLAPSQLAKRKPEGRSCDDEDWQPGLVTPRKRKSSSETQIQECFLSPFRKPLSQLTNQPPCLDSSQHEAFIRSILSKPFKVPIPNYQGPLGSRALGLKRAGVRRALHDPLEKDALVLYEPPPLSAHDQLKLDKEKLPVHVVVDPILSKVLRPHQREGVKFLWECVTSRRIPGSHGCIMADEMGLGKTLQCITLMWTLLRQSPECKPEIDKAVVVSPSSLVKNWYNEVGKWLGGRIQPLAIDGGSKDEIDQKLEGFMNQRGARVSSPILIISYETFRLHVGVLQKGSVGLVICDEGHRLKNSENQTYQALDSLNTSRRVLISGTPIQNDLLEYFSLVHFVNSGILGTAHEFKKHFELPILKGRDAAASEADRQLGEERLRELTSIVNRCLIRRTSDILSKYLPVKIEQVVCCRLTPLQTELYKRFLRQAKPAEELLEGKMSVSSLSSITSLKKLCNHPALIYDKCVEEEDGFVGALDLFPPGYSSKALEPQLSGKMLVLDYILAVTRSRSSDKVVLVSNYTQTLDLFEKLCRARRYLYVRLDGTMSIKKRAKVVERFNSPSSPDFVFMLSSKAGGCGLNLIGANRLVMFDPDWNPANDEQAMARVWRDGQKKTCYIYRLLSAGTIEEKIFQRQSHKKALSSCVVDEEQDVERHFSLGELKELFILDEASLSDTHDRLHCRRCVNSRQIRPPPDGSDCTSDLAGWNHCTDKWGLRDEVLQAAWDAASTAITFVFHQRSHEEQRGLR
* marks the source's active call; other numbers are inactive results; i = inactive; . = no result given. Random draw from the library (roughly 3.3% active in at least one column).

SMILES	ARNT TACC3 PPI	F508del corr	esBAF inh	Xi reactivation	RAD52 inh	ERAP1 inh	INS-1E GSIS act	RAD54 branch
Cc1c(C(=O)N2CCN(c3ccccc3F)CC2)oc2c1C(=O)CC(C)(C)C2	2.5	-0.8	2.9	0.0	-8.7	0.4	-7.1	5.2
COc1ccc(NC(=S)N2CCN(S(=O)(=O)c3ccc(C)cc3)CC2)cc1	.	-1.4	.	0.1	-16.7	-4.6	-18.8	8.8
CCOC(=O)C(Cc1ccc(O)cc1)Nc1nc2ccccc2o1 (stereo unspecified)	5.4	2.4	.	0.0	-1.6	0.8	.	.
CCCCc1nc(SCc2ccc([N+](=O)[O-])cc2)n[nH]1	-4.6	0.1	-8.9	-0.2	-5.8	1.6	-3.5	.
Cc1cccc(NC(=O)c2nc[nH]c2C(=O)N(C)Cc2ccccc2)c1	-6.1	-0.3	19.3	1.0	-7.1	.	21.1	-0.9
O=C(OCC#CCSc1nnc(-c2cccc3ccccc23)o1)c1ccc(Br)cc1	-3.6	0.2	12.1	0.1	-7.3	0.7	2.7	7.2
CC(=O)N1CCc2c(sc3c2c(=O)n(Cc2ccccc2)c(=O)n3CC(=O)NCC2CCCO2)C1 (stereo unspecified)	-1.7	-0.6	-5.0	0.0	-8.8	-5.4	.	-1.1
Cn1ncc2c(=S)nc(Cl)[nH]c21	25.7	-1.4	-0.2	-0.1	-8.3	1.6	-2.6	1.0
Cc1ccsc1/C=C1/C(=O)NN(c2ccccc2)C1=O	.	-2.6	.	0.2	0.6	0.8	0.6	.
CC(C)CCOc1ccc(CO[C@@H]2[C@H]3OC(C)(C)O[C@H]3O[C@@H]2C(O)CO)cc1 (stereo partly specified)	4.6	-0.4	6.5	0.0	-16.4	-0.7	-16.2	-4.3
C[C@@H]1CCCCO[C@H](CN(C)Cc2ccc(Cl)c(Cl)c2)[C@@H](C)CN([C@@H](C)CO)C(=O)c2cc(NC(=O)CCC(F)(F)F)ccc2O1	6.0	0.5	-2.7	0.0	-15.4	0.1	-17.3	-2.2
O=C(COC(=O)c1cc(F)c(F)cc1Cl)NC1CC1	-7.1	.	.	0.0	-11.8	-1.6	1.8	.
COc1ccc(C2(O)CN(c3ccccc3)C3=[N+]2CCS3)cc1OC (stereo unspecified)	-4.6	0.4	.	0.3	-17.3	7.3	-5.8	.
O=C(NCc1cccnc1)C12CC3CC(CC(Cl)(C3)C1)C2	-8.6	-1.3	.	0.1	2.4	4.0	4.5	-14.9
COC(=O)c1ccccc1NC(=O)CC(NCc1ccccc1)C(=O)O (stereo unspecified)	.	-0.3	.	.	-10.2	-1.3	-2.9	.
C[C@H]1CN([C@@H](C)CO)C(=O)c2cc(NS(=O)(=O)c3cccs3)ccc2O[C@H]1CN(C)S(=O)(=O)c1cccs1	.	-2.1	4.2	0.0	.	.	-11.8	.
Cc1ccsc1/C=N/NC(=O)C1C(=O)NCC1c1ccccc1 (stereo unspecified)	.	0.4	.	0.1	-5.3	-4.2	-9.1	.
O=C(NCc1ccco1)C1CCN(C(=O)c2cc3sccc3n2Cc2ccc(F)cc2)CC1	1.3	1.9	2.1	.	-6.4	-1.0	.	-13.5
C/C=C/c1ccc2c(c1)O[C@@H](CN(C)C(=O)CN1CCOCC1)[C@@H](C)CN([C@H](C)CO)S2(=O)=O	-3.5	-3.4	-6.6	0.0	-0.7	-7.6	-0.7	16.7
NC(=O)N=Nc1c(O)n(Cc2ccccc2)c2ccc(Br)cc12	-14.7	0.1	-6.5	0.0	-4.4	-3.2	-4.0	-5.1
CCOc1ccc(S(=O)(=O)N2CCC(C(=O)OCc3ccc(OC)cc3)CC2)cc1	5.6	3.9	.	-0.2	-5.4	1.5	-14.7	0.2
CCc1n(CC(O)COCc2ccccc2)c2ccccc2[n+]1C (stereo unspecified)	.	1.5	.	-0.1	-0.2	6.1	9.5	.
Nn1c(SCC(=O)Nc2ccc(N3CCOCC3)cc2)nnc1C1CC1	-0.9	-0.8	7.8	0.0	-13.2	0.2	0.5	0.0
CC1CCN(C(=O)c2ccccc2NC(=O)c2cccs2)CC1	1.8	1.3	-5.8	0.1	-11.3	-1.2	11.1	-3.2

Two entries from above, reformatted:
Compound,ARNT TACC3 PPI,F508del corr,esBAF inh,Xi reactivation,RAD52 inh,ERAP1 inh,INS-1E GSIS act,RAD54 branch
O=C(NCc1ccco1)C1CCN(C(=O)c2cc3sccc3n2Cc2ccc(F)cc2)CC1,1.3,1.9,2.1,.,-6.4,-1.0,.,-13.5
C/C=C/c1ccc2c(c1)O[C@@H](CN(C)C(=O)CN1CCOCC1)[C@@H](C)CN([C@H](C)CO)S2(=O)=O,-3.5,-3.4,-6.6,0.0,-0.7,-7.6,-0.7,16.7

(more compounds)
SMILES	ARNT TACC3 PPI	F508del corr	esBAF inh	Xi reactivation	RAD52 inh	ERAP1 inh	INS-1E GSIS act	RAD54 branch
O=C(Cc1cccs1)Nc1ccc(S(=O)(=O)N2CCCC2)cc1	-9.7	-2.9	-10.0	-0.5	-9.2	-0.6	7.9	-5.3
O=C1CCC(C(=O)N2CCCC(N3CCN(c4cccc(C(F)(F)F)c4)CC3)C2)=NN1 (stereo unspecified)	2.9	0.9	-7.0	0.0	-9.5	0.2	-5.7	-7.2
Cc1nn(S(=O)(=O)N(C)C)c(C)c1CN1C(=O)c2ccccc2C1=O	-4.2	2.3	-1.1	.	10.3	-1.0	-4.9	-4.0
CC(C)N(Cc1nc(-c2ccccc2)no1)C(=O)CSc1ccccc1	-8.0	.	-6.3	.	.	.	-18.7	3.3
O=C(N/N=C(\c1ccccc1)c1cccnc1)c1cc(O)ccc1O	.	0.7	.	-0.1	-7.5	1.5	9.1	.
CC12CCC(C/C1=N/NC(=O)COc1ccccc1Cl)C2(C)C (stereo unspecified)	-5.3	-2.2	2.1	0.0	0.7	.	-3.5	0.4
COC(=O)C(CC#Cc1ccc2c(c1)[C@]1(C(=O)N2)[C@H](C(=O)N2CCCCCCC2)[C@H]2C(=O)O[C@H](c3ccccc3)[C@H](c3ccccc3)N2[C@@H]1c1ccc(OCCO)cc1)C(=O)OC	35.2	-4.5	.	.	i	-0.9	.	5.2
CC(C)N(Cc1nc(-c2ccc3c(c2)OCO3)no1)Cc1nccn1C	.	0.2	.	0.4	-2.9	-0.3	2.6	.
C[C@H]1CN([C@@H](C)CO)C(=O)c2cc(NC(=O)Nc3cccc4ccccc34)ccc2O[C@@H]1CN(C)C(=O)Nc1ccccc1	-0.2	-0.5	0.4	0.4	-13.1	-11.7	8.0	-1.3
COc1ccccc1OCC(=O)NCC1CCCN(C(=O)c2cccc(C)c2)C1 (stereo unspecified)	.	0.9	-5.6	0.1	-7.9	-1.3	4.6	0.7
CCOc1c(O)ccc(C2NC(=O)N(C)C(C)=C2C(=O)OC)c1[N+](=O)[O-] (stereo unspecified)	4.4	-2.9	.	0.0	-5.1	-2.0	.	.
Cc1ccc(S(=O)(=O)NCC(=O)NCc2cc(=O)n(C)c(=O)n2C)cc1	-29.5	1.7	-2.6	0.1	1.6	-1.8	14.5	-12.4
CCCNC(=O)C1(C)CCN(C(=O)c2ccc(F)cc2Cl)C1 (stereo unspecified)	.	0.7	-23.1	0.0	-2.7	-0.6	.	-7.1
CC(C)C(NC(=O)c1ccc(F)cc1)C(=O)N1CCOCC1 (stereo unspecified)	27.0	-2.5	-12.3	0.2	-11.4	-0.6	-1.9	-11.5
C[C@H](CO)N1C[C@H](C)[C@H](CN(C)Cc2cccc(C(F)(F)F)c2)Oc2ncc(/C=C/c3ccccc3)cc2C1=O	18.6	0.0	3.1	0.2	-7.1	-2.2	-2.3	1.5
CCOC(=O)C1=C(CC)Nc2ccccc2N/C1=N\S(=O)(=O)c1ccc2ccccc2c1	1.7	0.2	.	0.0	-7.6	-3.0	17.0	.
Cc1ccc(-c2nonc2NC(=O)c2ccco2)cc1	-1.6	1.3	-4.0	0.0	-5.8	0.7	-8.7	-24.2
COc1ccc(CCC(=O)N2CCCc3ccccc32)cc1	11.1	3.0	4.0	0.3	-9.2	-0.9	11.7	-1.2
COc1ccc(CCC(=O)NCCc2nc3ccccc3[nH]2)cc1	-1.5	0.2	.	-0.1	-13.6	0.3	7.9	.
Cc1ccc(S(=O)(=O)N(C)C[C@@H]2Oc3cc(C#Cc4ccccc4)ccc3S(=O)(=O)N([C@H](C)CO)C[C@H]2C)cc1	20.4	.	1.6	-0.4	-3.5	0.5	2.3	-7.2
CCc1cc(C(=O)NNC(=O)c2csc(N3CCOCC3)n2)sc1C	-1.2	-0.1	-3.6	0.1	11.3	-0.7	-9.2	-3.9
Cc1cccc(NC(=O)CSc2nnc(CNC(=O)c3ccc(S(=O)(=O)N(C)C)cc3)n2-c2cccc(C)c2)c1	-7.3	.	.	0.1	.	.	-8.3	-0.7
CC(=O)N1[C@H](CO)[C@H](c2ccc(C3=CCCCC3)cc2)[C@@H]1CNC(=O)CC1CC1	.	2.8	.	0.5	-11.9	-1.3	-22.3	.
O=C1NC[C@H](Cc2ccccc2)N(C[C@H]2CCCN2C[C@H](Cc2ccccc2)N2C[C@H](Cc3ccc(O)cc3)N(CCc3ccccc3)C(=O)C2=O)C1=O	-5.2	-3.8	6.9	0.0	-5.3	0.7	3.1	8.7
Cc1ccc(CCNS(=O)(=O)c2c(C)nc3sccn3c2=O)cc1	-4.4	-2.2	3.0	0.0	-1.1	5.0	.	6.4
CCC(C(=O)NCc1ccco1)N(C(=O)CNS(=O)(=O)c1ccccc1)c1ccc(F)cc1 (stereo unspecified)	28.0	-1.5	-1.5	0.0	3.6	-1.1	11.7	-6.3
CC(=O)N(c1cc(C)ccc1C)c1ccccc1[N+](=O)[O-]	-12.0	3.4	3.6	-0.1	-14.8	-1.1	.	6.0
C/C=C/c1ccc([C@@H]2[C@H](CO)N(CCC(F)(F)F)C23CN(C(=O)COC)C3)cc1	.	1.2	.	0.1	4.5	-4.5	2.3	.
COc1ccccc1N1C(=O)C2C(C(=O)c3ccccc3)=NN(c3ccccc3)C2C1=O (stereo unspecified)	-4.6	0.2	.	1.1	-144.8	.	.	.
CCOC(=O)Nc1n[nH]c(NC(=O)OCC)c1[N+](=O)[O-]	23.8	1.8	.	0.0	-7.0	0.1	2.3	.
O=C(CSc1nccn1Cc1ccc(F)cc1)NC1CCCCC1	.	0.9	0.8	0.0	-6.2	-2.8	.	-3.2
COC(=O)c1cnn(-c2cc(Oc3ccccc3)ncn2)c1N	1.4	.	21.8	.	.	.	8.6	-1.3

Some of the entries so far, with bars between the fields:
structure | ARNT TACC3 PPI | F508del corr | esBAF inh | Xi reactivation | RAD52 inh | ERAP1 inh | INS-1E GSIS act | RAD54 branch
COc1ccccc1N1C(=O)C2C(C(=O)c3ccccc3)=NN(c3ccccc3)C2C1=O (stereo unspecified) | -4.6 | 0.2 | . | 1.1 | -144.8 | . | . | .
CCOC(=O)Nc1n[nH]c(NC(=O)OCC)c1[N+](=O)[O-] | 23.8 | 1.8 | . | 0.0 | -7.0 | 0.1 | 2.3 | .
O=C(CSc1nccn1Cc1ccc(F)cc1)NC1CCCCC1 | . | 0.9 | 0.8 | 0.0 | -6.2 | -2.8 | . | -3.2
COC(=O)c1cnn(-c2cc(Oc3ccccc3)ncn2)c1N | 1.4 | . | 21.8 | . | . | . | 8.6 | -1.3
